D1 agonist = human D1 receptor agonism | P21728 | HEK293 T-REx D1 cells, calcium flux, agonist mode | activation, % at 2 µM | 1% of 360,000 active | AID 504660; in the data active = activation above about 30%; note: 0% is about no effect
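Agonism was scored from calcium flux recorded over 180 s (1 read/s) after pintool compound addition, following a 10-cycle baseline. Cells were inducible force-coupled HEK293 TREx D1, plated overnight at 30 C and loaded with no-wash calcium dye.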
Vif-A3G inh = inhibitors of Vif-APOBEC3G interaction; HeLa A3G-eYFP + Vif (tagged APOBEC3G with the HIV-1 protein that degrades it), YFP fluorescence, overnight; Potency, µM (series often up to 46.1 µM), for the others: top-dose activity, negative = active, usual class: inhibitors; 0.076% of 410,000 active;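 note: potency is the fitted concentration of half-maximal effect; % is set by controls: 0 for no effect and ±100 for the full control effect; nearly all actives have a fitted effect of over 60% in size; hits raise eYFP signal because A3G escapes Vif-driven loss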
Target sequence (Q9HC16 whole entry, looked up): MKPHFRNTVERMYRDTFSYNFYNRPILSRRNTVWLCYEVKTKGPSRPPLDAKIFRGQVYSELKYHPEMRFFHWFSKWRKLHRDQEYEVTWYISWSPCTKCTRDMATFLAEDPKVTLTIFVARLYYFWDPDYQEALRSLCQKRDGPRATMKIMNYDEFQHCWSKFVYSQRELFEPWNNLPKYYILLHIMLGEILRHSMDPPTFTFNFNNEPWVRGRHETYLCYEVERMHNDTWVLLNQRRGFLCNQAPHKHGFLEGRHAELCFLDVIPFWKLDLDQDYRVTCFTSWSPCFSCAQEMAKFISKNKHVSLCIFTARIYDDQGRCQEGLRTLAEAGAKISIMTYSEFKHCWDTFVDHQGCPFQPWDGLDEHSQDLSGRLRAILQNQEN
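Read-out is eYFP fluorescence (Ex 488/Em 500-530) from Vif-expressing HeLa A3G-eYFP cells; more signal means A3G escaped Vif-mediated degradation. Cells plated overnight, compound pinned in, incubated overnight at 37 deg C.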
Vif-APOBEC3F blk = inhibitors of Vif-A3F interaction; Potency, µM (top dose mostly 46.1 µM), without a hit: at the highest dose activity, negative = active; HeLa A3F-eYFP + Vif (tagged APOBEC3F with the HIV-1 protein that degrades it), YFP fluorescence increase; 0.2% of 390,000 active; note: potency is the fitted concentration of half-maximal effect; % of control where 0% means no effect; nearly all actives have a fitted effect of over 65% in size
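Fluorescence increase (Ex 488/Em 500-530) after overnight compound treatment at 37 deg C flags inhibition of Vif-driven A3F-eYFP loss in stable HeLa A3F-eYFP/Vif cells seeded overnight beforehand.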
RXFP1 ag = RXFP1 (human) receptor agonism; 0.3% of 370,000 active; HEK293T-RXFP1 cAMP TR-FRET, 30 min; response scale: percent of porcine relaxin response, buffer zero; AID 2676; Potency, µM (titrated, usually from 57.5 µM), for the others: at the top dose activation, most hits filed as activators; Q9HBX9; note: potency is the fitted concentration of half-maximal effect; % is set by controls: 0 for no effect and ±100 for the full control effect; nearly all actives have a fitted effect of over 60% in size; many of its hits are not listed in these tables
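cAMP rise read by TR-FRET after 30 min, 37C compound exposure (up to 58 uM) in RXFP1-transfected HEK293 cells with Ro 20174 present. EC50 from Hill-equation fits, with 29 nM porcine relaxin as 100% and buffer as basal.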
D1 potentiator = enhances dopamine response at the human D1 receptor. P21728. 0.036% of 360,000 active. HEK293 TREx D1 cells, calcium flux, dopamine EC20 potentiation. AID 504651. potentiation, % at 10 µM; in the data active = potentiation above about 30%; note: 0% is about no effect
LDHA inh = blocks human lactate dehydrogenase A; activity change, % (values are at about 110 or 230 µM); purified LDHA, NADH/diaphorase-resazurin fluorescence; hits give low values; 0.15% of 480,000 active; P00338; in the data active = activity change below about -30%; inconclusive = mostly about -25% to -30%;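 note: plate controls were DMSO wells for no effect and wells without enzyme for full effect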
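Resorufin fluorescence (ex540/em590), read at 0 and 20 min after diaphorase/resazurin addition, reports the NADH left after a 5 min room-temperature reaction of 2 nM human LDH5 with 0.06 mM NADH and 0.2 mM pyruvate.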
D2 PAM = D2 dopamine receptor (human) potentiation; P14416; HEK293 T-REx D2, calcium flux, EC20 dopamine potentiation; potentiation, % at 10 µM; 0.34% of 340,000 active; AID 485347;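 active = potentiation over 3 SD above the plate norm, cut at about 30% in these data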; note: 0% is about no effect
Target sequence (P14416 whole entry, looked up): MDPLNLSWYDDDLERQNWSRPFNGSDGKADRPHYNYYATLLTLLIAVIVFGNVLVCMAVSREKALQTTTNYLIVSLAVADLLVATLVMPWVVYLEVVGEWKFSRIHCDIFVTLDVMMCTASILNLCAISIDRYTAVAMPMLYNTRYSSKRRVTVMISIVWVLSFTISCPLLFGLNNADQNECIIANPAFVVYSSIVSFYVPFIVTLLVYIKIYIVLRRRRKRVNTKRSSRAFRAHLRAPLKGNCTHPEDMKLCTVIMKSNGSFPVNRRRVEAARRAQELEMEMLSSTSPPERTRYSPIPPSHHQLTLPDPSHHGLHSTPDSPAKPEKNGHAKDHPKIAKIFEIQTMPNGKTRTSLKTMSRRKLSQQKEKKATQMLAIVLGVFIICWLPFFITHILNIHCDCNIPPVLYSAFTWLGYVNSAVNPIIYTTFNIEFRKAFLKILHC
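Potentiation of an EC20 dopamine calcium response measured kinetically over 180 s, after a preceding 180 s compound-only read flagging agonists. Cells: inducible Hek293 Trex D2 line, 4000/well, cultured overnight at 30 C before dye loading.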
GRP78 ERSR act = inducers of ER stress response in human glioma cells; 0.02% of 420,000 active; AID 602332; Potency, µM, for the others: at the top dose activation, most hits filed as activators; U87-MG GRP78 promoter luciferase reporter, 16 h; note: potency is the fitted concentration of half-maximal effect; series mostly up to about 76 µM; % of control where 0% means no effect; nearly all actives have a fitted effect of over 35% in size
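Stably transfected U87-MG glioma cells carrying a GRP78-based luciferase sensor; 16 h compound incubation. Luminescence end-point read 10 min after Bright-Glo addition at room temperature.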
D1 antagonist = blocks dopamine activation of the human D1 receptor; P21728; HEK293 TREx D1 cells, calcium flux, dopamine EC80; hits give low values; activity change, negative = inhibition, % at 10 µM; 3.2% of 360,000 active; AID 504652; in the data active = activity change below about -30%; note: % is set by controls: 0 for no effect and ±100 for the full control effect
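Tetracycline-induced HEK293 T-REx cells with force-coupled D1 receptor were loaded with a no-wash calcium dye. Compound was added after a 10 s baseline and read kinetically for 180 s; EC80 dopamine was then added and calcium flux followed another 180 s.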
Numbers without * were called inactive; ? = inconclusive; / = no result given; & = joins results of further samples. Unless noted, calls come from the whole dose curve; as a rule, active = well fitted curve in the direction sought with a large enough effect; inconclusive = small, poorly fitted or top-dose-only effect, or another doubt; inactive = no such curve, though single readings can be large; an effect the other way counts as inactive or inconclusive. These rows are one share of the data; count on the stated rates, not on these rows.

Start of the listing, in advance, eight compounds:
#	compound	Vif-A3G inh	D1 potentiator	D2 PAM	D1 antagonist	RXFP1 ag
1	O=C(CSc1ncnc2c1oc1ccccc12)Nc1nc2ccccc2s1	-11%	4	-4	-48*	?
2	COc1ccccc1N1C(C)=CC(=C(C#N)c2nc3ccccc3s2)C=C1C	?	11	0	-24	0.5%
3	Fc1cccc(CSc2ccc3nnc(-c4ccccn4)n3n2)c1	5%	0	/	4	16%
4	O=C(Nc1nccs1)c1ccc2c(=O)n3c(nc2c1)CCCCC3	-10%	-3	4	-14	-0.1%
5	CCN1CCCc2cc(CN(CCN3CCOCC3)C(=O)Nc3ccc(C)c(C)c3)ccc21	-2%	-1	-6	2	-2.2%
6	CCCc1nc2ccc(NC(=O)c3ccco3)cc2c(=O)n1Cc1ccc(Cl)cc1	1%	0	45*	10	3.2%
7	COc1ccc(-c2cc(=O)c3ccccc3o2)cc1	0%	-5	16	-13	1.9%
8	CCc1cc2c(COC(=O)CCNS(=O)(=O)c3cccc(C(F)(F)F)c3)cc(=O)oc2cc1O	1%	1	7	-7	2.1%

#	D1 agonist	GRP78 ERSR act	LDHA inh	Vif-APOBEC3F blk
1	-2	-10%	-4	-1%
2	191*	-1%	12	?
3	0	1%	-3	2%
4	1	-3%	-1	-19%
5	2	-1%	5	0%
6	4	-5%	0	-1%
7	0	2%&3%	-14	-5%
8	0	0%	-2	2%

All compounds of this part, from the start:
#	compound	Vif-A3G inh	D1 potentiator	D2 PAM	D1 antagonist	RXFP1 ag
1	O=C(CSc1ncnc2c1oc1ccccc12)Nc1nc2ccccc2s1	-11%	4	-4	-48*	?
2	COc1ccccc1N1C(C)=CC(=C(C#N)c2nc3ccccc3s2)C=C1C	?	11	0	-24	0.5%
3	Fc1cccc(CSc2ccc3nnc(-c4ccccn4)n3n2)c1	5%	0	/	4	16%
4	O=C(Nc1nccs1)c1ccc2c(=O)n3c(nc2c1)CCCCC3	-10%	-3	4	-14	-0.1%
5	CCN1CCCc2cc(CN(CCN3CCOCC3)C(=O)Nc3ccc(C)c(C)c3)ccc21	-2%	-1	-6	2	-2.2%
6	CCCc1nc2ccc(NC(=O)c3ccco3)cc2c(=O)n1Cc1ccc(Cl)cc1	1%	0	45*	10	3.2%
7	COc1ccc(-c2cc(=O)c3ccccc3o2)cc1	0%	-5	16	-13	1.9%
8	CCc1cc2c(COC(=O)CCNS(=O)(=O)c3cccc(C(F)(F)F)c3)cc(=O)oc2cc1O	1%	1	7	-7	2.1%
9	Cc1ccc2c(c1)[C@H]1[C@H](CO2)[C@H](c2ccccc2)[C@]2(C)C(=O)Nc3ccc(Cl)cc3C(=O)N12	-29%	/	/	/	/
10	Cc1ccc(C(=O)NCc2ccc3c(c2)CCN3C(=O)c2ccc(C)cc2)cc1	8%	-2	-16	12	2.3%

#	D1 agonist	GRP78 ERSR act	LDHA inh	Vif-APOBEC3F blk
1	-2	-10%	-4	-1%
2	191*	-1%	12	?
3	0	1%	-3	2%
4	1	-3%	-1	-19%
5	2	-1%	5	0%
6	4	-5%	0	-1%
7	0	2%&3%	-14	-5%
8	0	0%	-2	2%
9	/	-4%	-2	-4%
10	3	3%	-5	1%

Later entries.
#	compound	Vif-A3G inh	D1 potentiator	D2 PAM	D1 antagonist	RXFP1 ag
11	O=C(O)COCC(=O)N1CCCN(c2nccc(C(F)(F)F)n2)CC1	3%	-4	-1	-8	-0.7%
12	O=C(O)CC(NC(=O)COc1ccccc1)c1cccc([N+](=O)[O-])c1 (configuration not stated)	1%	0	0	21	4.0%
13	COc1ccc(N2CCCC2)c(NC(=O)c2ccc([N+](=O)[O-])o2)c1	?	-11	/	-36*	-0.6%
14	CC(=O)N1CCc2cc(S(=O)(=O)NC(CC(C)C)C(=O)Nc3cc(C(=O)O)ccc3C)ccc21 (configuration not stated)	2%	1	-4	-8	1.6%
15	CCCCc1cc(=O)oc2cc(C)cc(OCC(=O)N3CCC(C(=O)O)CC3)c12	1%	23	-13	-4	5.5%
16	Cc1cccc2nc(CSc3nc4ccc([N+](=O)[O-])cc4[nH]3)c(Br)n12	-1%	7	12	-5	2.6%
17	Nc1nc(N)c2nc(-c3ccccc3)c(N)nc2n1	-15%&-27%	0	4	5	3.6%
18	Cc1ccc(N2CC(C(=O)Nc3cc(C)ccc3F)CC2=O)cc1 (configuration not stated)	0%	-2	-15	-9	3.0%
19	COc1ccc(Cl)c2c1[nH]c1nc(SCc3ccccn3)nnc12	-24%	-9	-10	4	5.1%
20	O=[N+]([O-])c1cc(C(F)(F)F)cc([N+](=O)[O-])c1NCCCNc1ccc([N+](=O)[O-])c2cccnc12	2%	-5	3	-17	0.7%

#	D1 agonist	GRP78 ERSR act	LDHA inh	Vif-APOBEC3F blk
11	3	-6%	-6	-5%
12	4	0%	-12	-9%
13	4	-2%	2	?
14	-3	-2%	-7	-4%
15	1	-1%	3	0%
16	3	3%	4	-1%
17	1	-8%&-1%&7%&1%&0%&-3%	-4&-3	-1%
18	2	-3%	-9	/
19	-2	-2%	0	-2%
20	3	-5%	5	4%

Continuation:
#	compound	Vif-A3G inh	D1 potentiator	D2 PAM	D1 antagonist	RXFP1 ag
21	COc1ccc(NC(=O)c2cc3c(=O)n(Cc4cccnc4)ccc3nc2C)cc1OC	-8%	2	7	9	7.3%
22	O=C(CCc1nc2sc3c(c2c(=O)[nH]1)CCCC3)N1CCN(c2ccccc2)CC1	0%	-1	2	6	-0.7%
23	C=CCn1c[n+](CC(=O)c2ccc(Br)s2)c2ccccc21	-1%	-7	2	-6	3.1%
24	CN(c1ccccc1)S(=O)(=O)c1ccc(NC(=S)NC(=O)c2ccccc2)cc1	4%	-6	3	-11	3.3%
25	COC(=O)c1ccccc1NC(=O)NCc1c(C)nn(C)c1C	0%	-2	7	-4	1.7%
26	COC(=O)c1ccccc1COn1c(=O)c[n+]([O-])c2ccccc21	?	0	/	7	0.7%
27	COc1ccc(C(=O)Nc2nnc(-c3ccco3)s2)cc1	-25%	-3	-14	4	9.1%
28	COCCNC(=O)C(c1c[nH]c2ccccc12)N(C(=O)c1snc(C(N)=O)c1N)c1cccc(OC)c1 (configuration not stated)	0%	0	10	-1	-0.1%
29	Clc1ccc(-c2noc(-c3cccnc3N3CCN(c4ccccc4)CC3)n2)cc1	1%	0	1	5	-7.8%
30	COC(=O)c1ccc(NC(=O)CC2C(=O)N(c3ccc(F)cc3)C(=O)N2Cc2ccc(OC)cc2)cc1 (configuration not stated)	-1%	-4	-1	-1	3.7%

#	D1 agonist	GRP78 ERSR act	LDHA inh	Vif-APOBEC3F blk
21	7	-4%	4	-2%
22	0	-2%	-8	?
23	2	-4%	-8	13%
24	4	1%	-3	0%
25	3	-3%	-4	5%
26	3	1%	1	/
27	3	-10%	-6	0%
28	2	0%	-6	-5%
29	0	-1%	-4	-4%
30	5	-3%	1	0%

Next results:
#	compound	Vif-A3G inh	D1 potentiator	D2 PAM	D1 antagonist	RXFP1 ag
31	Cc1cc(C)c(C(=O)OCC(=O)Nc2cccc(S(=O)(=O)N3CCCCC3)c2)c(C)c1	2%	3	-3	0	0.7%
32	CC(=O)c1ccc(N2CCN(C(=O)[C@H](C)NC(=O)c3ccccc3Cl)CC2)cc1	6%	-10	3	-7	6.2%
33	COC(=O)c1cc(OC)c(OC)cc1NC(=O)Nc1ccc(OC)cc1	2%	-1	1	2	-0.3%
34	COC(=O)CNC(=S)NC(=O)c1ccc(C(C)(C)C)cc1	0%	0	7	-4	0.1%
35	CC1(C)Cc2c(sc3ncnc(NN)c23)CO1	-13%	-2	-1	-2	13µM*
36	CC(Sc1oc(-c2ccco2)nc1S(=O)(=O)c1ccc(Br)cc1)c1ccccc1 (configuration not stated)	-4%	2	8	7	3.1%
37	COc1cc(C(=O)N2CCN=C2c2ccccc2)cc(OC)c1OC	-4%	-3	-5	8	-0.2%
38	COc1cc2c(cc1OC)C(Cc1cc(OC)c(OC)cc1[N+](=O)[O-])=NCC2	-2%	/	/	/	/
39	CCN(CCO)c1ccc(-n2c(N)c(C(=O)OC)c3nc4ccccc4nc32)cc1	-5%	-1	3	-16	0.1%
40	Cc1[nH]c2ccccc2c1/C=N\NC(=O)Cn1nnc(-c2ccccc2)n1	-6%	-4	20	-6	0.4%

#	D1 agonist	GRP78 ERSR act	LDHA inh	Vif-APOBEC3F blk
31	37*	-2%	2	1%
32	2	0%	1	-2%
33	0	2%	-2	-20%
34	2	2%	2	-7%
35	4	-5%	-3	?
36	5	-3%	0	4%
37	1	-4%	-6	-10%
38	/	-2%	20	21%
39	1	-13%	9	-2%
40	1	-1%	-14	4%

(cont.)
#	compound	Vif-A3G inh	D1 potentiator	D2 PAM	D1 antagonist	RXFP1 ag
41	Cc1cccc(C(=O)Oc2ccc(/C=N/NC(=O)c3cc(O)cc(O)c3)cc2)c1	-22%	1	10	2	-0.8%
42	COc1ccc(/C(C)=N\NC(=O)CNC(=O)C(c2ccccc2)c2ccccc2)cc1OC	-10%	7	-4	-10	0.2%
43	Cc1cc(-c2ccc(C)c(S(=O)(=O)NCc3cccc(Br)c3)c2)on1	-8%&-3%	-6&-5	3&1	0&5	0.2%&-2.2%
44	CCOC(=O)c1cc2c(n(-c3ccc(Cl)cc3)c1=O)CCCC2=O	1%	-9	1	-30*	2.1%
45	Oc1c(C(c2ccccc2F)N2CCCCC2)sc2nc(-c3ccco3)nn12 (configuration not stated)	-3%	0	-3	/	1.1%
46	Cc1ccc(NC(=O)CN(C)S(=O)(=O)c2ccc3c(c2)n(C)c(=O)c(=O)n3C)cc1F	-4%	-3	-8	-14	?
47	O=C(CN1CCOCC1)N/N=C/C=C/c1ccccc1	1%	-4	-7	12	6.3%

#	D1 agonist	GRP78 ERSR act	LDHA inh	Vif-APOBEC3F blk
41	7	2%	0	4%
42	0	-9%	-7	-5%
43	10&9	-1%&-2%	-19&1	-10%&-7%
44	-2	0%	-7	11%
45	-4	-1%	6	2%
46	1	-3%	4	5%
47	3	3%	-5	-1%

Bioassay records from PubChem.
